# Compound activity deposited in PubChem by National Center for Advancing Translational Sciences (NCATS).
# A549 viability: kills or reduces viability of A549 cells in Nrf2 counter-screen | A549 ARE-Fluc cells, CellTiter-Fluor viability, 18-24 h | AID 504648 | Potency, µM (titrated, usually from 46 µM), for inactives: top-dose activity change, negative = cytotoxicity, hits mostly inhibitors | hit rate 0.16% among 390,000; also: potency is read from the fitted curve at half-maximal effect; % is scaled to controls: 0 for no effect and ±100 for the full control effect
#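 A549 ARE_Fluc cells in 5% FBS OPTI-MEM were exposed to compounds in concentration-response for 18-24 h at 37 deg C. Viability was read by CellTiter-Fluor fluorescence (Ex 405/Em 525) after 30 min, before the luciferase read.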
# Nrf2 block: Nrf2 pathway inhibition; A549 ARE-Fluc reporter, luciferase luminescence, 18-24 h; hit rate 2.1% among 360,000; Potency, µM (doses to about 46 µM), for inactives: at the highest dose activity change, negative = inhibition, hits mostly inhibitors; also: potency is read from the fitted curve at half-maximal effect; % is scaled to controls: 0 for no effect and ±100 for the full control effect; nearly all actives have a fitted effect of over 60% in size
#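 A549 ARE_Fluc cells (5000/well, 5% FBS OPTI-MEM) pre-incubated 2 h, then treated with compounds 18-24 h at 37C/5% CO2 in concentration-response. CellTiter-Fluor viability read first; BugLite luciferase luminescence after 15 min at room temperature gives Nrf2 activity.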
# HepG2 tox: kills HepG2 cells in TGF-b inhibitor counter-screen | HepG2 CAGA-GFP viability, ATP luminescence, 18 h | hit rate 0.76% among 410,000 | Potency, µM (titrated, usually from 46.1 µM), inactives show at the top dose activity change, negative = cytotoxicity, usual class: cytotoxic; also: potency is read from the fitted curve at half-maximal effect; some results filed as inactive show a strong effect at the top dose
#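 HepG2 CAGA-GFP cells (1000/well, DMEM with 1% FBS) received compound, then TGF-beta at 500 pg/mL final, and were incubated 18 hours at 37 degrees C. Viability was read by CellTiter-Glo luminescence. Media-only wells were set as complete cell-killing and DMSO as no toxicity.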
# EPAC2 agonist: activates human EPAC2 exchange factor | AID 720711 | EPAC2 activation, biochemical qHTS; response scale: 100% = 6.5 mM cAMP response | Potency, µM (titrated, usually from 154 µM), for the others: at the highest dose activation, hits mostly activators | hit rate 0.079% among 360,000; also: potency is read from the fitted curve at half-maximal effect; nearly all actives have a fitted effect of over 50% in size
# Target sequence (Q8WZA2 whole entry, looked up): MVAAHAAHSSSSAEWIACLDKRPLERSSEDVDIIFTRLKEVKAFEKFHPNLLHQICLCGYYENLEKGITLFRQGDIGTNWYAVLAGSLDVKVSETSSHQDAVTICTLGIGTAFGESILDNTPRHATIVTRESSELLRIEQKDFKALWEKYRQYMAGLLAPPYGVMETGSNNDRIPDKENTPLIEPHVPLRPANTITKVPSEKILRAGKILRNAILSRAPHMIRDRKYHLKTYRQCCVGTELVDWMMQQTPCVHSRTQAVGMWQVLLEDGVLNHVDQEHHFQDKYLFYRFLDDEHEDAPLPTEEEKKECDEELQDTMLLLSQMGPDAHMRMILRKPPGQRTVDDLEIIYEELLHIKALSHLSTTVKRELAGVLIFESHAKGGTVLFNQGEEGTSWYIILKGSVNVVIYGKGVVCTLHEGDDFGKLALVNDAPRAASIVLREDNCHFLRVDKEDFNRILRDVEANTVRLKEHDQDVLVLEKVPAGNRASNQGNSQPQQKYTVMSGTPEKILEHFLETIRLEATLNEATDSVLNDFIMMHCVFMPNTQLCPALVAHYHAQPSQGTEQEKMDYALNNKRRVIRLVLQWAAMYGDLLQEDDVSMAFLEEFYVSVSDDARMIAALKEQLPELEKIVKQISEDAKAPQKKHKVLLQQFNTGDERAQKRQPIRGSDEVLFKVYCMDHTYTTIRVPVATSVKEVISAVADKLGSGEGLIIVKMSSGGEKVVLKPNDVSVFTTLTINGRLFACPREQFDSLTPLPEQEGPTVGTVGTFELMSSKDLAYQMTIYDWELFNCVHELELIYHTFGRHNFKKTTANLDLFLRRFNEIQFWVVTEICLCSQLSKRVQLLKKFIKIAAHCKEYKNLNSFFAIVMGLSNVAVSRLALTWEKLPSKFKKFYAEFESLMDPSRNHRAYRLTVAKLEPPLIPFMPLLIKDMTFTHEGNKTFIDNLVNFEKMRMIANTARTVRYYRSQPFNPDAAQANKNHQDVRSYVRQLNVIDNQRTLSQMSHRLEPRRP
#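 Nucleotide exchange monitored as fluorescence drop when BODIPY-GDP leaves Rap1B. Reaction: 100 nM EPAC2, 250 nM RAP1B-BODIPY-GDP, 50 uM GDP, room temperature, kinetic read over 30 min. Activity expressed relative to 6.5 mM cAMP.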
# Nrf2 ARE act: Nrf2 pathway activation; AREc32 ARE-luciferase reporter (MCF7-derived line), luminescence, 24 h; Potency, µM (top dose mostly 46.1 µM), for the others: top-dose activation, hits mostly activators; hit rate 0.31% among 410,000; also: potency is read from the fitted curve at half-maximal effect; % of control where 0% means no effect; nearly all actives have a fitted effect of over 65% in size
#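 Cells of the AREc32 ARE-luciferase line are plated in OPTI-MEM containing 5% FBS and left overnight at 37 deg C. Compounds are pinned in, incubation continues 24 hr, and firefly luciferase signal is then measured.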
# ATXN2 expr inh: ATXN2 expression inhibition. HEK-293 ATXN2-luciferase reporter, luminescence, 24 h. Potency, µM (top dose mostly 57 µM), for inactives: at the highest dose activity change, negative = inhibition, most hits filed as inhibitors. hit rate 0.72% among 360,000; also: potency is read from the fitted curve at half-maximal effect; % is scaled to controls: 0 for no effect and ±100 for the full control effect; nearly all actives have a fitted effect of over 55% in size
#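 ATXN2-luciferase reporter cells (luciferase flanked by upstream and downstream ATXN2 gene portions) were treated 24 h at 37 °C with compounds at up to 57 uM. SteadyGlo luminescence gave expression; GF-AFC fluorescence gave viability.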
# S2 tox: cell viability loss in ATXN counter-screen | hit rate 0.49% among 400,000 | Potency, µM (highest dose often 56.7 µM), hits mostly cytotoxic | S2 cells (HEK-293 line with an ATXN2-luciferase reporter) viability, CellTiter-Fluor protease fluorescence, 24 h; also: potency is read from the fitted curve at half-maximal effect; nearly all actives have a fitted effect of over 40% in size
# IL2 activator: IL-2 activation | IL-2 activation reporter assay, cell-based qHTS; stimulated with anti-CD3/CD4/CD28 beads; in transgenic mouse T cells | activation, % (series mostly up to about 46 µM) | hit rate 0.065% among 360,000 | AID 652025; in the data active = activation above about 50%; inconclusive = mostly about 30% to 49%; also: 0% is about no effect
#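 Using fluorescent plate cytometry, EGFP and DsRed are detected in transgenic mouse T cells stimulated 18 h at 37 degrees C with antibody-coated beads after 60 min compound pretreatment.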
# TGFb SMAD3 inh: blocks TGF-b signaling; AID 588855; Potency, µM (titrated, usually from 46.1 µM), for inactives: at the highest dose activity, negative = inhibition, hits mostly inhibitors; hit rate 1.2% among 410,000; HepG2 CAGA-GFP TGF-b/SMAD3 reporter, GFP fluorescence, 18 h; TGF-beta stimulated, 500 pg/mL final; also: potency is read from the fitted curve at half-maximal effect; % is scaled to controls: 0 for no effect and ±100 for the full control effect; nearly all actives have a fitted effect of over 65% in size
#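 Per well, imaged GFP fluorescence of HEPG2 CAGA-GFP cells gives the signal; cells get compound, then TGF-beta (500 pg/mL final), 18 h at 37 degrees C; %Activity versus -TGF-beta and +DMSO controls.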
# * = called active by the depositor; i = inactive; ? = inconclusive; · = not tested or not shown; [ ] = dose if it differs, or a comment. Unless noted, calls follow the shape of the dose curve; as a rule, active = well fitted curve in the direction sought with a large enough effect; inconclusive = small, poorly fitted or top-dose-only effect, or another doubt; inactive = no such curve, though single readings can be large; an effect the other way counts as inactive or inconclusive.
SMILES,A549 viability,Nrf2 block,HepG2 tox,EPAC2 agonist,Nrf2 ARE act,ATXN2 expr inh,S2 tox,IL2 activator,TGFb SMAD3 inh
Cc1ccc(S(=O)(=O)NC(C)C(=O)N2CCOCCOCCOCCOCC2)cc1 (configuration not stated),-2%,6%,-3%,6%,-0.1%,-10%,i,1.1,21%
O=P(c1ccccc1)(c1ccccc1)c1ccccc1C(Br)Br,·,·,-20%,5%,2.3%,·,i,0.4,1%
COc1ccc(F)cc1S(=O)(=O)N1CC(C)CC(C)C1 (configuration not stated),17%,10%,-9%,-1%,-0.4%,-10%,i,1.3,15%
O=C(CSc1nnc(Cc2ccccc2)n1-c1ccccc1)NNC(=O)Cc1ccccc1,3%,·,8%,-3%,-0.4%,7%,i,-4.5,-1%
COc1cc(NC(=O)C2CCCN(S(=O)(=O)c3ccc4c(c3)oc(=O)n4C)C2)c(C(=O)O)cc1OC (configuration not stated),-8%,16%,7%,·,-1.4%,0%,i,·,0%
O=C1C2=C(Nc3ccccc3SC2c2ccccc2C(F)(F)F)c2ccccc21 (configuration not stated),?,?,-41%,·,6.0%,?,?,·,?
COc1ccc(-c2c(O)c(C#N)c(-c3ccccc3)n(-c3ccc(OC)cc3)c2=O)cc1,-12%,14%,1%,3%,-0.1%,-13%,?,0.4,0%
CC(OC(=O)CN1C(=O)NC(C)(C)C1=O)C(=O)c1ccccc1 (configuration not stated),15%,2%,-18%,13%,0.0%,0%,i,-0.1,-2%
CCOC(=O)C1CCN(c2c(NCc3ccc(C(=O)Nc4ccc(C)cc4)cc3)c(=O)c2=O)CC1,0%,-16%,-20%,-8%,-0.3%,·,i,-0.5,?
N#C/C(=C(/O)c1ccc(-c2cccc([N+](=O)[O-])c2)o1)c1nc2ccccc2s1,?,?,-72%,-1%,?,23%,i,-0.4,13µM*
Cc1c(-c2cccc(NC(=O)Nc3ccc(Cl)cc3)c2)nc2ncccn12,-4%,·,-3%,·,1.3%,·,·,·,?
CC(C)(C)C(CCl)C(=O)NN=C(c1ccccc1)c1ccccc1 (configuration not stated),2%,5%,25%,11%,0.3%,-10%,i,0.8,-8%
Cc1cc(C)n(CCc2nc(-c3ccco3)cs2)n1,-2%,·,15%,-1%,17%,15%,i,-3.4,?
O=S(=O)(/N=C(/Nc1nc2ccccc2s1)c1ccccc1)c1ccc(F)cc1,-5%,27%,4%,-6%,4.7%,42%[activator],i,-4.1,1%
O=C(Nc1ccc(-c2nc3cc(Cl)ccc3o2)cc1)C1CCCO1 (configuration not stated),-10%,?,-20%,5%,2.8%,-17%,i,-3.6,-19%
O=C(NCc1ccc(Cl)cc1)c1ccc(OCC2CCCO2)cc1 (configuration not stated),2%,16%,0%,-7%,2.0%,9%,i,-3.2,?
O=C1CC(c2cccs2)Cc2nc(NCC3CCCO3)ncc21 (configuration not stated),?,-13%,-20%,3%,-0.5%,3%,i,1.0,27%
O=C(Cn1cccc1)Nc1ccc(OC(F)(F)F)cc1,-4%,?,-2%,1%,0.5%,-2%,i,-2.3,-36%
COc1ccc([C@H]2N[C@]3(CCCN(CC4CCCCC4)C3=O)[C@H]3C(=O)N(Cc4ccccc4)C(=O)[C@@H]23)cc1,·,·,-15%,19%,0.0%,3%,i,-1.9,1%
COc1cccc(Nc2nc(C)nc3c2oc2ccccc23)c1,1%,9%,-4%,7%,8.1%,-25%,i,0.0,37%[activator]
COc1cc(Cl)c(C)cc1NC(=O)CCCN1C(=O)C(c2ccccc2)Oc2cccnc21 (configuration not stated),-2%,?,-22%,·,3.5%,-25%,?,·,-13%
COC(=O)CCCNC(=O)c1ccc2nc(Cc3ccc(OC)cc3)oc2c1,0%,14%,-8%,2%,3.5%,24%,i,-0.2,-6%
COc1ccc(Nc2ccc([N+](=O)[O-])cn2)cc1,-13%,?,15%,11%,4.4%,39%[activator],i,1.9,-18%
COc1ccccc1CNC(=O)c1ccc2c(c1)N(Cc1cccc(C)c1)C(=O)c1ccccc1S2(=O)=O,-3%,6%,-1%,·,-1.0%,14%,i,·,0%
O=C(CNc1ccc(F)cc1)N/N=C/c1c(O)ccc2ccccc12,-5%,-17%,-37%,-2%,-1.3%,4.5µM*,?,-1.4,?

# Reformatted: entries from further up.
# Below each compound: A549 viability, Nrf2 block, HepG2 tox, EPAC2 agonist, Nrf2 ARE act, ATXN2 expr inh, S2 tox, IL2 activator, TGFb SMAD3 inh
- Cc1ccc(S(=O)(=O)NC(C)C(=O)N2CCOCCOCCOCCOCC2)cc1 (configuration not stated)
→ -2%, 6%, -3%, 6%, -0.1%, -10%, i, 1.1, 21%
- COc1cccc(Nc2nc(C)nc3c2oc2ccccc23)c1
→ 1%, 9%, -4%, 7%, 8.1%, -25%, i, 0.0, 37%[activator]
- O=P(c1ccccc1)(c1ccccc1)c1ccccc1C(Br)Br
→ ·, ·, -20%, 5%, 2.3%, ·, i, 0.4, 1%

# Additional entries follow.
SMILES,A549 viability,Nrf2 block,HepG2 tox,EPAC2 agonist,Nrf2 ARE act,ATXN2 expr inh,S2 tox,IL2 activator,TGFb SMAD3 inh
Cc1ccc(-c2noc(CCC(=O)NCC3CCCO3)n2)cc1 (configuration not stated),-19%,?,-23%,-4%,0.0%,11%,i,-1.9,-9%
C/C(=N\NC(=O)C(O)(c1ccccc1)c1ccccc1)c1ccc(NC(=O)CCCC(=O)O)cc1,4%,-1%,4%,4%,-0.7%,-6%,i,-0.9,0%
O=C(CSc1nnc(C2CC2)n1Cc1ccco1)NCC(F)(F)F,-3%,7%,6%,-9%,0.6%,14%[11.3 µM],i,-3.6,-19%
COc1ccccc1OCc1ccc(C(=O)N2CCOCC2)o1,-1%,-4%,10%,4%,2.7%,13%,i,1.4,0%
CCOC(=O)c1ccc(N/C=C2\CCCCC2=O)cc1,-7%,?,9%,0%[15.6 µM],-0.1%,33%[activator],i,0.2,2%
O=C(c1cccc(C(F)(F)F)c1)N1CCC(O)(CS(=O)(=O)Cc2ccccc2)CC1,-7%,6%,-34%,1%,0.1%,·,·,-0.1,-4%
Nc1ccc(Nc2ccccc2)c(S(=O)(=O)O)c1,4%,2%,5%,7%,-0.2%,0%,i,-0.2,-2%
O=C(CSc1nnc(-c2n[nH]c3ccccc23)n1-c1ccccc1)Nc1ccccc1Cl,-7%,-11%,-3%,13%,3.4%,-5%,i,0.3,?
Cc1cc(NC(=O)CSc2nc(=O)cc(N)n2-c2ccc(Cl)cc2)no1,-1%,16%,0%,-1%,0.6%,-15%[2.22 µM],i,-3.3,0%
CCN(CC)c1ccc(/C=C2\CCC(/C=C(\C#N)C(=O)Nc3ccccc3F)=C2N2CCOCC2)cc1,-15%,2%,5%,3%,-0.9%,-1%,i,0.1,8%
Cc1cccc(-n2c(CNC(=O)c3ccccc3)nnc2SCC(=O)Nc2nccs2)c1,16%,11%,11%,-5%,2.8%,0%,i,-0.4,-5%
COc1ccc2nc(SCCN(C)C)[nH]c2c1,5%,-3%,8%,5%,0.4%,1%,i,-0.4,6%
COC(=O)c1[nH]c2cc(OC)c(OC)cc2c1NC(=O)CN1C[C@H]2C[C@@H](C1)c1cccc(=O)n1C2,-12%,1%,3%,9%,-0.8%,3%,i,0.6,-5%
C[C@H](NC(=O)OCc1ccccc1)C(=O)N[C@@H](Cc1c[nH]c2ccccc12)C(=O)O,0%,-4%,0%,3%,-1.6%,5%,i,-1.8,2%
COc1ccccc1-c1nc(S(=O)(=O)c2ccccc2)c(N2CCCCC2)o1,-4%,4%,3%,3%,13%,6%,i,-2.2,-6%
CCc1cc2c(SCC(=O)O)ncnc2s1,-3%,8%,-2%,5%,-0.3%,3%,i,1.4,11%
c1ccc(NC2=NCCN2CC2CCC2)cc1,-3%,11%,-1%,5%,-0.8%,5%,i,-0.3,13%
CCOc1ccc2nc(SCC(=O)NCc3ccc4c(c3)OCO4)[nH]c2c1,0%,12%,-1%,12%,2.7%,18%,?,-0.3,6%
Cc1cc(C(=O)Nc2ccccc2N2CCCCC2)no1,11%,-8%,3%,20%,2.1%,-20%,i,-0.1,-15%
CCOC(=O)C1=C(C)N=c2s/c(=C\C(=O)OC)c(=O)n2C1c1ccc(OC)cc1 (configuration not stated),-1%,-10%,13%,0%,0.2%,4%,i,-0.4,-22%
COc1ccc(CN(C)C(=O)c2cccc(Oc3ccccc3)c2)c(OC)c1OC,-5%,?,-1%,11%,-0.6%,0%,i,-0.3,-22%
CCN(CC)CCNC(=O)c1ccc2c(c1)NC(=O)C(CS(=O)(=O)Cc1ccc(F)cc1Cl)N2 (configuration not stated),13%,·,-36%,·,0.1%,·,·,·,-18%
COCCOCCn1cnc2ccccc21,2%,-7%,8%,5%,-0.4%,-5%,?,2.5,3%
CN(C(=O)COC(=O)c1ccc2c(c1)OCO2)c1c(N)n(Cc2ccccc2)c(=O)[nH]c1=O,7%,2%,-2%,-5%,0.2%,-16%,i,-3.6,-19%
CC1(C(=O)NS(=O)(=O)c2cccc(Cl)c2)CCN1C(=O)c1ccccc1 (configuration not stated),·,·,-6%,13%,0.3%[9.22 µM],-5%,i,0.3,1%
Cc1ccc(NC(=O)C(C)OC(=O)CCN=C2NS(=O)(=O)c3ccccc32)cc1 (configuration not stated),-4%,2%,3%,-6%,-0.6%,2%,i,-3.4,1%
COc1ccc([C@H]2CC(=O)C=C(c3ccnc4ccc(Cl)cc34)C2)cc1,-21%,7.3µM*,-27%,19%,-0.4%,0%,?,-0.7,?
CCOC(=O)C(C(=O)Nc1nc2ccccc2s1)C1CCCCC1 (configuration not stated),-4%,4%,-12%,13%,0.3%,-3%,i,-1.5,-1%
